Rad51 HR inh: human RAD51 strand exchange inhibitors, primary screen, biochemical, fluorescence. DNA repair protein RAD51 homolog 1 (Homo sapiens), Q06609. hRad51 DNA strand exchange, fluorescence dequenching. inhibition, % at 10 µM. 0.085% of 200,000 active;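 active = inhibition above 40% at the single screening dose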;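 note: 0% = DMSO control wells and 100% = blanks with heterologous ssDNA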
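System: hRad51 filaments on single-stranded DNA; reagent: Fluorescein- and BHQ1-tagged 47-mer duplex; compound dosing: one concentration, 10 µM final; timing: filaments 15 min 37 °C, then compound 30 min; measured by: fluorescein emission 520 nm, excitation 485 nm; benchmarks: per-plate controls and blanks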
MDM2 E3 inh: MDM2-luciferase reporter signal enhancers, primary screen, MDM2 E3 ligase inhibitor project, cell-based, luminescence, 1536-well; E3 ubiquitin-protein ligase Mdm2 (Homo sapiens), Q00987; 0.11% of 210,000 active; AID 1230, 2008; signal enhancement, % at 5 µM; cell-based MDM2 ubiquitination luciferase reporter, 2 h; 0 = plate control, 100 = twice control, blank-subtracted;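 active = signal enhancement of 30% or more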;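 note: luminescence tracks abundance of the self-degrading MDM2-luciferase fusion protein; higher signal means inhibition of MDM2 E3 ligase activity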
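Material: stable MDM2–luciferase fusion reporter cells / Quantity: 2000 cells/well / Dosing: single 5 µM compound dose, 0.2% final DMSO / Buffer or medium: DMEM / Schedule: 4 h cell settling then 2 h compound exposure, 37 °C / Detection: luminescence with SteadyLite reagent, 15 min at room temperature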
Calpain2 inh: inhibitors of pig calpain II, primary screen, biochemical, fluorogenic peptide substrate, 1536-well; purified calpain II, 30 min; 0.37% of 220,000 active; inhibition, % at 16 µM;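 active = inhibition above about 50%, limit read from the data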
PERK inh: block of dimerizer-induced PERK translation repression, primary screen, PERK inhibitor project, CHO PERK-DD cells, SEAP luminescence, HTS; Eukaryotic translation initiation factor 2-alpha kinase 3 (Homo sapiens), Q9NZJ5; CHO PERK-DD fusion, SEAP luminescence translation reporter; inhibition, % at 5.6 µM; 0.17% of 220,000 active;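 active = inhibition above the mean inhibition of all tested compounds plus 3 SD, set separately per screening campaign, cut at about 2.9% in these data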;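 note: PERK kinase domain activated by AP20187 dimerizer at 100 nM; 0% = DMSO with dimerizer and 100% = rapamycin at 8.4 µM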
Target sequence (Q9NZJ5 whole entry, looked up, the tested form may be a part): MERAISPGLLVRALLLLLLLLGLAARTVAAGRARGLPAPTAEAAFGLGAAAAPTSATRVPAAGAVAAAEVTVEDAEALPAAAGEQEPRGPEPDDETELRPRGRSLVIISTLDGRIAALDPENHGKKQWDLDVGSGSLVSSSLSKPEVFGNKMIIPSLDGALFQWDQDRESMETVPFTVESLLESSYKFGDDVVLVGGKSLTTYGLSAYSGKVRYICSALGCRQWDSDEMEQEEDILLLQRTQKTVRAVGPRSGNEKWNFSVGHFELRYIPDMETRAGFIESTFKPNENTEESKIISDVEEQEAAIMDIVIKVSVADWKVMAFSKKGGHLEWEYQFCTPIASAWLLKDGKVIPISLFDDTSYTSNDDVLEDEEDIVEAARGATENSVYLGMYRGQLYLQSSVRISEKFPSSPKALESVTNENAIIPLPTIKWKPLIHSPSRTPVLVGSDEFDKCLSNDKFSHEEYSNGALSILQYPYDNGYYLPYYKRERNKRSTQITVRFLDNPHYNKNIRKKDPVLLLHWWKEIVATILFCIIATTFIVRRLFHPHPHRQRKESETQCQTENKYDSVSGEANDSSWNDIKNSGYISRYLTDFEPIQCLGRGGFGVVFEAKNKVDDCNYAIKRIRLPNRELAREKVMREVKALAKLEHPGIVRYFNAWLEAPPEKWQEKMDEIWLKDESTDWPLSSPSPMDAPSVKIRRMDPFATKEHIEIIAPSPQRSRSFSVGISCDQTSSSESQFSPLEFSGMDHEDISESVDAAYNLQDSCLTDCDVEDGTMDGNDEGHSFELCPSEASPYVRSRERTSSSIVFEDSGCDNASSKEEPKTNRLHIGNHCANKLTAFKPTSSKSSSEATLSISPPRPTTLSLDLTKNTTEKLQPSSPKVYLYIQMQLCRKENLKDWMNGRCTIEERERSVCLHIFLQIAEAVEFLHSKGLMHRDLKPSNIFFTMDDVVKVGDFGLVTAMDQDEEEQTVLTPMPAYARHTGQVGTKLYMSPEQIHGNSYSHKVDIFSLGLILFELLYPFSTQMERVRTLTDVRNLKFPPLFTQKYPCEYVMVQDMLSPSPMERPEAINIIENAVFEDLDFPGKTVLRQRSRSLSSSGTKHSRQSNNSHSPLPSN
EBV gp42 block: Epstein-Barr virus gp42 inhibitors, primary screen, biochemical, uHTS, fluorescence polarization | Glycoprotein 42 (Epstein-Barr virus (strain AG876)), Q1HVG2 | Fluorescence polarization binding assay, mP read-out | inhibition, % (tested at 21.74 µM) | 0.42% of 220,000 active; in the data active = inhibition above about 50%
TNF necrop inh: inhibitors of TNF-alpha triggered necroptosis, primary screen, cell-based, Jurkat FADD-/-, single concentration | Jurkat FADD-/- TNF necroptosis rescue, ATP luminescence, 24 h; 0 = TNF only, 100 = no-TNF cells | activation (protection from cell death), % at 10 µM | 0.068% of 220,000 active;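 active = activation, meaning protection from cell death, of at least 50% relative to plate controls; inactive = activation below 50%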;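 note: necroptosis triggered by 40 ng/mL TNF-alpha added together with compound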
eIF4E-4G inh: eIF4E–eIF4G protein interaction inhibitors, primary screen, biochemical, uHTS, TR-FRET, eIF4GI fragment | TR-FRET eIF4E-eIF4GI(517-606) binding, 2 h | inhibition, % at 21.7 µM | 0.37% of 220,000 active | AID 782, 2007 | Eukaryotic translation initiation factor 4E (Mus musculus) + Eukaryotic translation …;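 active = inhibition above about 30%, limit read from the data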;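 note: 0% = full FRET control wells and 100% = background wells lacking eIF4GI fragment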
KCC2 mod: KCC2 cotransporter modulators, thallium flux, primary screen, cell-based, HEK293 KCC2, FluoZin-2 fluorescence, MLSMR; KCC2 cells, thallium flux FluoZin-2 fluorescence; B-score of Tl+ flux slope (higher = more flux/activation; lower = inhibition) at 10 µM; 2.2% of 190,000 active;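 active = thallium flux slope and its plate-corrected score both differing from the plate sample mean at a set confidence after two filtering rounds, in either direction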;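 note: slope of fluorescence scaled to starting intensity during 10 to 20 s after thallium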
L929 necroptosis: inhibitors of zVAD-triggered necroptosis, primary screen, L929 cells; 0.38% of 220,000 active; viability rescue, % at 10 µM; L929 zVAD necroptosis rescue, ATP luminescence, 24 h; with zVAD 60 µM;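 active = activation, scaled between plate controls, above about 75%, limit read from the data; inactive = activation under that limit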;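 note: 0% = zVAD with DMSO and 100% = DMSO alone without zVAD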
Active calls of the source: *; i = inactive; x = not tested or not shown; [ ] = remark or other dose.

1. CCC(Sc1nccn1C)C(=O)Nc1ccc(Cl)cn1 (stereo unspecified)
2. O=C(O)COc1ccccc1/C=N/NC(=O)c1cc(-c2ccc(Cl)cc2)nc2ccccc12
3. COc1cc(NC2=CC(=O)CC(C)(C)C2)cc(OC)c1OC
4. S=C(CN1CCCC1=S)NCCc1ccccc1
5. CSC1=NCCN1C(=O)c1c(F)cccc1F
6. CCOc1cccc(SCc2noc(C(=O)NC(C)C)c2C(=O)O)c1
7. CN1CCN(Cc2nc3c(c(=O)[nH]c(=O)n3C)n2CCc2ccccc2)CC1
8. NC(=O)c1ccccc1N=Cc1ccc2ccccc2c1
Screen / compound no.	1	2	3	4	5	6	7	8
Rad51 HR inh	-66	-2	x	x	-4	0	2	6
MDM2 E3 inh	-11	x	x	-15	-13	-16	-24	-2
Calpain2 inh	18	-8	-3	0	3	-28	18	-252
PERK inh	-0.9	1.6	0.7	0.6	1.4	1.5	0.3	1.5
EBV gp42 block	-6	2	-24	-13	-15	-17	-11	-11
TNF necrop inh	0.4	3.1	-2.8	5.0	-4.7	-1.2	1.4	-0.1
eIF4E-4G inh	2	-3	8	2	3	-6[fluorescence artefact?]	3	16[fluorescence artefact?]
KCC2 mod	x	-0.91	-0.78	0.85	0.41	-0.47	0.96	-0.091
L929 necroptosis	0.4	-0.1	-0.2	1.1	-0.3	0.2	-0.4	0.3

9. COc1cccc(NC(=O)CSc2nnc3cc(C)nc(N)n23)c1
10. CN(C(=O)CC1C(=O)NCCN1Cc1ccc(F)c(F)c1)C1CCOCC1 (stereo unspecified)
11. O=C(NN=C1CCN(Cc2ccccc2)CC1)c1cc(Br)ccc1O
12. Cc1ccccc1/C(N)=N/OC(=O)c1cccs1
13. CCOc1ccc(NC(=S)NC(=O)/C=C/c2ccc(OC)c(OC)c2)c([N+](=O)[O-])c1
14. Cc1ccc(Sc2ncccc2C(=O)O)cc1
15. COc1ccccc1C(=O)N/C(=C\c1ccc(Br)cc1)C(=O)NCC(=O)O
16. CCOC(=O)C(CC)n1nc(C)n2c(cc3sccc32)c1=O (stereo unspecified)
Screen / compound no.	9	10	11	12	13	14	15	16
Rad51 HR inh	0	2	-2	x	-2	13	3	0
MDM2 E3 inh	11	7	-14	4	-18	12	-14	x
Calpain2 inh	-13	-28	-72	-11	0	1	4	x
PERK inh	0.5	1.2	0.2	-0.4	1.7	1.3	1.0	-1.7
EBV gp42 block	-17	-8	-8	6	-11	-19	-16	x
TNF necrop inh	0.9	1.1	0.9	-0.2	-0.7	0.2	1.4	-0.2
eIF4E-4G inh	6	-5	-10	-5[fluorescence artefact?]	-17	10	1	x
KCC2 mod	0.097	0.76	-1.1	-0.017	-1.6	0.83	0.023	-2.4
L929 necroptosis	3.1	1.5	1.4	0.4	0.2	0.4	1.7	0.6

17. CCn1c(SCC(=O)Nc2ccc(C)cc2)nc(O)cc1=O
18. COc1ccc(CN2CC(C(=O)NCCC3=CCCCC3)CC2=O)cc1 (stereo unspecified)
19. CCCCNS(=O)(=O)c1ccc2nc(SCC(=O)Nc3ccccc3Cl)[nH]c2c1
20. NC(=O)c1sc2nc(N3CCOCC3)c3c(c2c1N)CCCC3
21. C(=C\c1nccc2c1[nH]c1ccccc12)/c1ccccc1
22. CCOC(=O)c1sc(NC(=O)c2ccccc2)cc1C
23. Cc1ccc2ncnc(NCCC(=O)O)c2c1
24. CCCCSC1(SCCCC)N=C(N)C2(C#N)C(c3ccccc3)NC(C)=CC12C#N (stereo unspecified)
Screen / compound no.	17	18	19	20	21	22	23	24
Rad51 HR inh	0	-7	-11	5	8	4	1	-9
MDM2 E3 inh	-10	-12	-5	-11	-3	-7	-1	5
Calpain2 inh	9	14	56*	i	-262	8	4	-18
PERK inh	0.2	-0.7	0.4	0.9	-1.9	-1.7	0.1	0.9
EBV gp42 block	-14	-9	-6	-8	-1	-22	-6	-3
TNF necrop inh	2.1	-3.4	5.6	-3.9	-7.2	-4.6	-0.8	-3.6
eIF4E-4G inh	0	2	2	9	4	2	-3	5
KCC2 mod	0.22	x	-0.4	x	0.066	-1.3	1.4	-1.3
L929 necroptosis	0.3	-0.4	1.4	0.1	5.5	-0.5	0.3	0.2

25. COc1ccccc1C(=O)Nc1cccc(S(=O)(=O)N2CCCC2)c1
26. O=C(NC1CCCC1)C(c1ccccc1)N(C(=O)c1ccno1)c1cccnc1 (stereo unspecified)
27. O=C(CSCc1ccccc1)N1CCN(C(=O)c2ccco2)CC1
28. COc1ccccc1N1CCN(C2CCCC(C)C2)CC1 (stereo unspecified)
29. O=C1c2cccc([N+](=O)[O-])c2C(=O)N1c1cccnc1
30. O=C(O)CC(c1cccc(Cl)c1)n1cccc1 (stereo unspecified)
31. CCOC(=O)c1sc(N)c(C(=O)Nc2ccccc2)c1C
32. Cn1c(SCC(=O)c2ccccc2)nnc1-c1cccc(N)c1
Screen / compound no.	25	26	27	28	29	30	31	32
Rad51 HR inh	11	4	0	8	-2	-3	6	-1
MDM2 E3 inh	-9	2	-13	-21	-4	-9	4	-17
Calpain2 inh	31	-18	-3	-14	0	8	0	11
PERK inh	-2.6	1.3	-0.8	-0.4	-0.5	1.1	0.2	0.7
EBV gp42 block	2	-15	-10	-4	-24	1	-25	-6
TNF necrop inh	-0.2	-2.4	-0.7	1.0	0.5	-0.7	0.3	2.4
eIF4E-4G inh	-5	-4	-1	4[fluorescence artefact?]	-1	4	1	3
KCC2 mod	-0.75	-0.0025	0.91	1.7	0.078	0.13	0.0075	-0.33
L929 necroptosis	0.6	-0.5	-0.7	0.6	2.3	-0.7	20	-0.5

33. CCC(C)(C)NC(=O)c1cccc(NC(=O)C(C)C)c1
34. Cn1c(-c2c(N)n(CCc3ccccc3)c3nc4ccccc4nc23)nc2ccccc21
35. C=CCn1c(COc2cccc3ccc(C)nc23)nnc1SCC(=O)OC
36. CCc1ccc2c(c1)C(c1ccc([N+](=O)[O-])cc1)=NNC(c1ccc(C)cc1)=N2
37. Cc1nn(CC(O)CN2c3ccccc3Sc3ccccc32)c(C)c1Br (stereo unspecified)
38. COc1ccc(-n2c(-c3ccccc3)cc3c2CCCC3=O)cc1
39. Cc1cc2cc(CNC(=O)c3ccc(S(=O)(=O)N4CCCCC4)cc3)ccc2n1C
40. CC(Oc1ccc(Cl)cc1Cl)C(=O)Nc1ccc(OCC(=O)O)cc1 (stereo unspecified)
Screen / compound no.	33	34	35	36	37	38	39	40
Rad51 HR inh	x	-6	0	9	1	-4	-1	x
MDM2 E3 inh	-23	-15	-5	-8	-5	-20	-11	-9
Calpain2 inh	28	-70	-55	61*	43	30	3	-11
PERK inh	0.8	-1.2	0.6	-0.3	0.4	-0.1	0.8	0.4
EBV gp42 block	-8	-10	0	2	9	-2	18	-12
TNF necrop inh	0.0	-0.4	0.6	1.0	0.1	-8.6	-1.9	0.9
eIF4E-4G inh	0	6[fluorescence artefact?]	8	-3	-5	5	-7[fluorescence artefact?]	-3
KCC2 mod	-0.56	0.14	0.24	-0.13	-0.022	0.14	x	-0.56
L929 necroptosis	-0.1	0.4	0.5	0.7	-0.1	-0.2	3.8	1.0

41. Cc1cc(C)n2nc(C(=O)OCC(=O)c3cc(C)n(CC4CCCO4)c3C)nc2n1 (stereo unspecified)
42. CCC(NC(=O)c1cccc(Cn2cc([N+](=O)[O-])cn2)c1)c1ccc(C(C)C)cc1 (stereo unspecified)
43. O=C(COC(=O)CNS(=O)(=O)c1ccc2ccccc2c1)Nc1ccccc1Sc1ccccc1
44. Cc1cccc(OCCC(=O)Nc2ccc(F)c(Cl)c2)c1
45. Cc1cccc(C)c1NC(=O)COC(=O)c1cc(-c2cccnc2)nc2ccccc12
46. CCc1ccc2[nH]c(=O)c(CN(Cc3ccccc3)C(=O)Nc3ccccc3OC)cc2c1
47. O=[N+]([O-])c1ccccc1NCc1ccc(Cl)cc1
48. O=C(O)c1ccc(N=NN2CCCCCC2)cc1
Screen / compound no.	41	42	43	44	45	46	47	48
Rad51 HR inh	31	1	-8	7	-4	x	-11	-1
MDM2 E3 inh	0	-14	-12	-8	-9	-25	-11	-12
Calpain2 inh	-23	21	30	25	-39	-29	22	5
PERK inh	0.8	-2.0	-1.0	-0.6	-0.4	-2.1	1.1	1.3
EBV gp42 block	-13	-3	-30	18	29	11	11	-25
TNF necrop inh	0.5	2.5	1.2	3.0	-0.5	3.5	-2.4	2.0
eIF4E-4G inh	-5	5	0	-2	-2	9	1	-1
KCC2 mod	0.42	-0.3	0.021	-0.51	-0.94	-0.81	-0.049	-0.031
L929 necroptosis	2.3	0.4	4.7	0.7	2.1	1.7	0.0	0.4

5 compounds drawn at random from those above, as already listed:
42. CCC(NC(=O)c1cccc(Cn2cc([N+](=O)[O-])cn2)c1)c1ccc(C(C)C)cc1 (stereo unspecified)
46. CCc1ccc2[nH]c(=O)c(CN(Cc3ccccc3)C(=O)Nc3ccccc3OC)cc2c1
43. O=C(COC(=O)CNS(=O)(=O)c1ccc2ccccc2c1)Nc1ccccc1Sc1ccccc1
45. Cc1cccc(C)c1NC(=O)COC(=O)c1cc(-c2cccnc2)nc2ccccc12
41. Cc1cc(C)n2nc(C(=O)OCC(=O)c3cc(C)n(CC4CCCO4)c3C)nc2n1 (stereo unspecified)
Screen / compound no.	42	46	43	45	41
Rad51 HR inh	1	x	-8	-4	31
MDM2 E3 inh	-14	-25	-12	-9	0
Calpain2 inh	21	-29	30	-39	-23
PERK inh	-2.0	-2.1	-1.0	-0.4	0.8
EBV gp42 block	-3	11	-30	29	-13
TNF necrop inh	2.5	3.5	1.2	-0.5	0.5
eIF4E-4G inh	5	9	0	-2	-5
KCC2 mod	-0.3	-0.81	0.021	-0.94	0.42
L929 necroptosis	0.4	1.7	4.7	2.1	2.3

The results go on.
49. COC(=O)C(CCCCN1C(=O)C2C3C=CC(C3)C2C1=O)N1C(=O)C2C3C=CC(C3)C2C1=O (stereo unspecified)
50. Oc1ccccc1C1=NCCNC(C(F)(F)C(F)F)=C1
51. O=C(Nc1ccccc1)NC1CS(=O)(=O)CC1O (stereo unspecified)
52. COc1ccc(OCCC(=O)Nc2nccs2)cc1
53. O=C(c1cccnc1)N1N=C(c2cccs2)CC1c1ccc(F)cc1 (stereo unspecified)
Screen / compound no.	49	50	51	52	53
Rad51 HR inh	-9	2	-6	3	-6
MDM2 E3 inh	-4	-16	0	-6	-6
Calpain2 inh	10	-11	-8	-7	22
PERK inh	-0.5	0.0	2.3	2.0	1.7
EBV gp42 block	-8	-5	-17	-5	-17
TNF necrop inh	-2.9	-0.8	-1.1	0.9	1.8
eIF4E-4G inh	0[fluorescence artefact?]	0	0	-3	-3
KCC2 mod	-0.35	0.15	-0.22	-0.19	0.5
L929 necroptosis	0.3	-0.1	-0.1	6.9	1.2
